# Compound activity: PubChem BioAssay, several laboratories
# TRPC4 potent: positive allosteric modulators of TRPC4, primary screen, cell-based, mouse TRPC4beta, HEK293 mu-opioid, Fluo-4 calcium; B-score at 10 µM; DAMGO EC20, Fluo-4 Ca2+ flux; stronger effect = higher value; 0.42% of 310,000 active; Short transient receptor potential channel 4 (Mus musculus), Q9QUQ5;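 active = B-score of calcium response area above 5 SD of library B-scores, with initial fluorescence ratio within 5 SD of library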;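 also: B-score of integrated fluorescence ratio over time as area under calcium response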
# Target sequence (Q9QUQ5 whole entry, looked up): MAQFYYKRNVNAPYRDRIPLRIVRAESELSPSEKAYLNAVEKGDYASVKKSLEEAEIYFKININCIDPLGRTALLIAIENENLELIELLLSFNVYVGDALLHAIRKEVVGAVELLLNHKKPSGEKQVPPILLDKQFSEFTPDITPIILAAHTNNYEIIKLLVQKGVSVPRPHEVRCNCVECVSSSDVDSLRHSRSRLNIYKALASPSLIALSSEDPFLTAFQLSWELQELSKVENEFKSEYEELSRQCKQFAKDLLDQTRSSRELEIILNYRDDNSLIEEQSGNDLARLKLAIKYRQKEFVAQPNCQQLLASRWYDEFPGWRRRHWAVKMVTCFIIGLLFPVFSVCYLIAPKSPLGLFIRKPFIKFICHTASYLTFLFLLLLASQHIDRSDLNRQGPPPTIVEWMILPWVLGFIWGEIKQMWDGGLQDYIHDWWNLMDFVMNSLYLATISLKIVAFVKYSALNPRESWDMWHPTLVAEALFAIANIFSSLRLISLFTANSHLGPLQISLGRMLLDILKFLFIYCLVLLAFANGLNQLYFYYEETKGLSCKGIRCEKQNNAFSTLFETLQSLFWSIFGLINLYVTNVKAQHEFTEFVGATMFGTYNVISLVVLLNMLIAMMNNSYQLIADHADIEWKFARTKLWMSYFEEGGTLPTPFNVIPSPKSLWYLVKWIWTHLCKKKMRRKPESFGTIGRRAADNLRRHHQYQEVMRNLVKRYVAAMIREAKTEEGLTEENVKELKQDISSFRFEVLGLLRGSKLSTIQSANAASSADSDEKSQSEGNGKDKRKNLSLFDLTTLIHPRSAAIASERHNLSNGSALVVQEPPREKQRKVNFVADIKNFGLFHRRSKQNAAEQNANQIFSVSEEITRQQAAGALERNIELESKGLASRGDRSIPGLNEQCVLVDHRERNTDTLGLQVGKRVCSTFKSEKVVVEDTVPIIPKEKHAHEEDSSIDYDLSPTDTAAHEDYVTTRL
# TRPC4 block: inhibitors of mouse TRPC4 channel, primary screen, Fluo4 calcium, HEK293 TRPC4beta/mu-opioid cells | B-score at 10 µM | Short transient receptor potential channel 4 (Mus musculus), Q9QUQ5 | DAMGO-evoked Fluo4 calcium flux; stronger effect = lower value | AID 2247, 2010 | 0.39% of 300,000 active;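 active = B-score over 3 SD under the library average, no early fluorescence shift, positive overall ratio signal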
#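 test system = HEK293 cells with stable TRPC4beta plus mu-opioid receptor expression | detection = Fluo4 Ca2+ flux fluorescence | read-out = integrated fluorescence ratio relative to baseline, converted to per-well B score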
# PolyA inh: polyadenylation inhibitors in yeast reporter cells, primary screen, luminescence, S. cerevisiae | S. cerevisiae SKY197-pL101 polyadenylation reporter, beta-gal luminescence; efflux-impaired pdr1/pdr3 knockout yeast; score 100 = 6 SD above DMSO | calls only at 12 µM | 0.02% of 300,000 active | AID 1875, 2009;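 active = lowest replicate activity score at least 50, where 100 means six control SD above control mean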;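 also: yeast exposed to compound for 9 h at 30 °C; higher score means more reporter readthrough which indicates perturbed polyadenylation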
# MrgX1 allo act: positive allosteric modulators of MrgX1, primary screen, HEK293 cells, Fluo-4 calcium flux | 0.63% of 310,000 active | FDSS; stronger effect = higher value | Mas-related G-protein coupled receptor member X1 (Homo sapiens), Q96LB2 | AID 588675, 2011 | B-score at 10 µM;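 active = plate-corrected calcium response at least 3 library SD above typical, normal starting fluorescence, not activating the receptor alone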;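 also: compound read alongside a low EC10 to EC30 dose of BAM8-22 agonist; peak minus trough fluorescence over baseline measured at the second addition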
# MrgX1 agonist: agonists of human MrgX1 receptor, primary screen, HEK293 cells, Fluo-4 calcium flux. Mas-related G-protein coupled receptor member X1 (Homo sapiens), Q96LB2. Fluo-4 calcium fluorescence, agonist mode; stronger effect = higher value. B-score at 10 µM. 0.44% of 310,000 active. AID 588627, 2011;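 active = calcium response B-score plate-corrected fluorescence ratio at least 3 library SD, with starting fluorescence B-score inside 5 SD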
#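 times = overnight plating, then 30 min 37 °C plus 30 min room-temperature dye loading | assay system = stable human MrgX1 HEK293 cell line | input = fifteen thousand cells per well | signal = kinetic calcium dye fluorescence, Fluo-4 NW | dosing = compound delivered in addition one of three | read-out = B-scored fluorescence response ratio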
# TRPC6 inhibitor: mouse TRPC6 channel inhibitors, primary screen, cell-based, HEK293, membrane potential dye; Short transient receptor potential channel 6 (Mus musculus), Q61143; B-score at 10 µM; ACh-evoked depolarization; stronger effect = lower value; 1.1% of 310,000 active;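 active = B-score under library mean minus 3 SD, initial fluorescence not abnormally high, positive integrated signal ratio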;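 also: B-score derived from integrated fluorescence ratio over the kinetic read; more negative B-score means stronger inhibition of depolarization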
# TRPC6 activator: mouse TRPC6 channel activators, primary screen, cell-based, HEK293, membrane potential dye. Short transient receptor potential channel 6 (Mus musculus), Q61143. HEK293-TRPC6 membrane potential dye fluorescence; stronger effect = higher value. B-score at 10 µM. 0.13% of 310,000 active;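 active = B-score of the integrated fluorescence ratio above library mean plus 3 SD, and starting fluorescence ratio within library mean plus 5 SD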;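 also: higher score means more depolarization so channel activation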
# HIF activator: HIF pathway transcriptional activators, primary screen, cell-based, U2OS HRE-luciferase, luminescence; 0.32% of 300,000 active; U2OS HRE-luciferase reporter; normalized: DMSO 0%, desferrioxamine 100%; AID 1910, 2009; activation, % at 7.5 µM (by protocol);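 active = mean activation of at least 10% of the iron chelator positive control signal, with at least half of replicates also reaching 10%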
# TRPC4 agonist: activators of mouse TRPC4 channel, primary screen, Fluo4 calcium, HEK293 TRPC4beta/mu-opioid cells; Short transient receptor potential channel 4 (Mus musculus), Q9QUQ5; Fluo4 calcium fluorescence; stronger effect = higher value; B-score at 10 µM; 0.49% of 310,000 active;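 active = B-score above 5 SD of library B-scores, and initial fluorescence ratio not above library mean plus 5 SD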;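 also: positive B-score marks a calcium rise read as TRPC4 activation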
#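 Assay system – TRPC4beta and mu-opioid receptor HEK293 stable cells · Measured by – Fluo4 fluorescence, kinetic · Schedule – dye loading 45 min room temperature, 110 s kinetic read · Read-out – B-scored integrated calcium fluorescence ratio · Controls – buffer and maximal DAMGO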
# AI-2 QS mod: Vibrio harveyi AI-2 quorum sensing modulators, primary screen, JMH597 strain, luminescence/OD600 ratio; 0.4% of 300,000 active; Vibrio harveyi JMH597 AI-2 luminescence/OD600 ratio, 9 h; stronger effect = lower value; strain lacks LuxN and CqsS sensors; 0 = neutral-control median; AID 2094, 2009; activity change, % at 7.5 µM; in the data active = activity change below about -75%, passing the limit was not always enough;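 also: luminescence divided by OD600 gain over 9 h not by final OD600 alone; inactives centre near 13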
# MrgX1 antagonist: antagonists of human MrgX1 receptor, primary screen, HEK293 cells, Fluo-4 calcium flux | BAM8-22 antagonism; stronger effect = lower value | AID 588676, 2011 | 1.3% of 310,000 active | Mas-related G-protein coupled receptor member X1 (Homo sapiens), Q96LB2 | B-score at 10 µM;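 active = calcium-response B-score plate-corrected more than 3 library SD below zero, starting fluorescence within 5 deviations, no agonist response on first addition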;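 also: peak minus trough fluorescence over baseline after final BAM8-22 challenge near maximal dose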
# * hit, by the source's call; i = inactive; . = not tested or not shown. Only part of the results is shown. The share of hits here may be higher or lower than overall.
SMILES,TRPC4 potent,TRPC4 block,PolyA inh,MrgX1 allo act,MrgX1 agonist,TRPC6 inhibitor,TRPC6 activator,HIF activator,TRPC4 agonist,AI-2 QS mod,MrgX1 antagonist
O=c1[nH]c(-c2ccccc2)c(-c2ccccc2)o1,i,i,i,i,i,i,i,-0.5,i,2,i
CN1C(=O)/C(=C/c2cn(CC(=O)N3CCCCC3)c3ccccc23)NC1=S,i,i,.,i,i,i,i,.,i,2,i
O=C(CN1CCN(c2ccc(F)cc2)CC1)Nc1ccc(-n2cnnn2)cc1,i,i,i,i,i,i,i,-0.3,i,26,i
Cc1nc(C)c(/C(O)=C/c2nc3ccc([N+](=O)[O-])cc3oc2=O)o1,i,i,i,i,i,i,i,-0.2,i,5,i
NC(=O)c1c(NC(=O)c2ccncc2)sc2c1CCCCCC2,i,i,i,i,i,i,i,0.9,i,-5,i
c1cc(CNCC2CCCO2)ccn1 (stereo unspecified),i,i,i,i,i,i,i,0.3,i,-2,i
COC(=O)c1sc(NC(=O)CSc2nnnn2-c2ccc(C)cc2C)nc1C,i,i,i,i,i,i,i,0.2,i,19,i
COc1nc(N/N=C/c2ccc(-c3ccccc3[N+](=O)[O-])o2)nc(N2CCOCC2)n1,i,i,i,i,i,i,i,2.5,i,31,i
O=C(CSc1nnc(Cc2ccccc2)o1)N1CCc2ccccc21,i,i,i,i,i,i,i,-0.3,i,19,i
Cc1ccc(NC(=O)CSc2nnnn2-c2cccnc2)c(C)c1,i,i,i,i,i,i,i,0.3,i,26,i
Cn1c(NC(=O)C2CCCC2)cc(=O)n(C)c1=O,i,i,i,i,i,i,i,-0.5,i,5,i
Cc1nn(-c2ccccc2)c(OC(=O)c2cccs2)c1S(=O)(=O)c1ccc([N+](=O)[O-])cc1,i,i,i,i,i,i,i,-0.4,i,13,i
O=C(c1ccco1)N1CCN(S(=O)(=O)c2cccc(Cl)c2)CC1,i,i,i,i,i,i,i,-2.0,i,5,i
Nn1c(SCC(=O)Nc2ccc3c(c2)OCO3)nnc1-c1ccc(Cl)cc1,i,i,i,i,i,i,i,-0.1,i,-7,i
CCOC(=O)Nc1sc(NS(=O)(=O)c2ccc(C)cc2)nc1C,i,i,i,i,i,i,i,-0.3,i,5,i
Cc1ccc2nc(NC(=O)CSc3nc4ccccc4o3)sc2c1,i,i,i,i,i,i,i,0.3,i,16,i
Cc1csc2ncnc(N3CCN(S(=O)(=O)c4cccc(C(F)(F)F)c4)CC3)c12,i,i,i,i,i,i,i,-0.7,i,11,i
c1ccc(CCn2nnnc2CN2CCCc3ccccc32)cc1,i,i,i,i,i,i,i,1.1,i,12,i
COc1ccc(Cc2nc3ccc(C(=O)NCCn4ccnc4C)cc3o2)cc1OC,i,i,i,i,i,i,i,-0.8,i,13,i
COc1ccc(-c2csc(NS(=O)(=O)c3ccc([N+](=O)[O-])cc3)n2)cc1,i,i,i,i,i,i,i,0.2,i,36,i
Cn1ccnc1SCC(=O)Nc1ccccc1,i,i,i,i,i,i,i,0.3,i,.,i
O=C(NCc1ccc(Cl)cc1)c1cc(S(=O)(=O)N2CCCCC2)c[nH]1,i,i,i,i,i,i,i,-0.2,i,19,i
CN1CCN(NC(=O)/C=C/c2cccc([N+](=O)[O-])c2)CC1,i,i,i,i,i,i,i,-0.1,i,0,i
c1ccc(Sc2cccc3ccccc23)c(CNC2=NCCN2)c1,i,i,i,i,i,i,i,-1.7,i,39,i
COc1ccc(NC(=O)/C(C#N)=C/c2ccc[nH]2)c(OC)c1,i,i,i,i,i,i,i,1.0,i,15,i
FC(F)C(F)(F)C(F)(F)C(F)(F)c1cc(-c2ccccc2)n[nH]1,i,i,i,i,i,i,i,0.1,i,4,i
COc1ccc(C(=O)Nc2cccc3nc(C)ccc23)cc1OC,i,i,i,i,i,i,i,-0.5,i,1,i
O=C(NCc1cn(-c2ccccc2)nc1-c1ccc(F)cc1)c1cccc([N+](=O)[O-])c1,i,i,i,i,i,i,i,-0.2,i,4,i
Cn1c(=O)c2cc(S(=O)(=O)NCCC(=O)NC3CCCCCCC3)ccc2n(C)c1=O,i,i,i,i,i,i,i,-0.6,i,9,i
Cc1ccc(-c2nnc3c4ccccc4c(C)nn23)cc1S(=O)(=O)N1CCN(CCO)CC1,i,i,i,i,i,i,i,-0.3,i,15,i
O=c1c2ccccc2n(Cc2cccc(F)c2)c(=O)n1C1CCCC1,i,i,i,i,i,i,i,-0.5,i,-46,i
COCCCNC(=O)COc1ccc(Cl)c(C)c1,i,i,i,i,i,i,i,-0.3,i,14,i
CCn1c(Cc2ccccc2)nnc1SCc1cccc(C(=O)O)c1,i,i,i,i,i,i,i,0.0,i,12,i
O=C(NCCCn1ccnc1)c1ccc(Br)cc1,i,i,i,i,i,i,i,-0.2,i,-4,i
O=C(Nc1ccccc1)Nn1cnnc1,i,i,i,i,i,i,i,-1.5,i,26,i
CCCc1nnc(NC(=O)c2cc(OC)cc(OC)c2)s1,i,i,i,i,i,i,i,0.6,i,4,i
COC(=O)C(CC(C(=O)OC)C(=O)OC)C(=O)OC,i,i,i,i,i,i,i,-0.2,i,6,i
Cc1cc(-c2nnc(CCC(=O)N(C)CCc3ccccc3)o2)no1,i,i,i,i,i,i,i,0.3,i,12,i
COc1ccc(C2CC(=O)c3cnc(N4CCc5ccccc54)nc3C2)cc1OC (stereo unspecified),i,i,i,i,i,i,i,-0.1,i,15,i
CC(C)(C)c1ccc(COn2ccnc2)cc1,i,i,i,i,i,i,i,0.9,i,19,i
O=C(c1ccccc1F)N1CCN(c2ncccn2)CC1,i,i,i,i,i,i,i,0.1,i,.,i
CC(=O)c1cccc(NC(=O)CN2C(=O)C3C4C=CC(C4)C3C2=O)c1 (stereo unspecified),i,i,i,i,i,i,i,-0.4,i,6,i
Cn1c2c(c(=O)n(C)c1=O)C(NC(=O)c1ccco1)(C(F)(F)F)C(=O)N2 (stereo unspecified),i,i,i,i,i,i,i,2.0,i,14,i
Cc1ccc(C)c(NC(=S)c2ccc3ccccc3n2)c1,i,i,i,i,i,i,i,3.5,i,9,i
COc1ccc2ccccc2c1C(=O)/C=C\c1ccoc1,i,i,i,i,i,i,i,-1.1,i,33,i
O=C1CC(NS(=O)(=O)c2cccs2)CN1c1ccc(Cl)cc1 (stereo unspecified),i,i,i,i,i,i,i,-0.6,i,3,i
C#CCOCCOCCOCCNc1nc(N2CCN(C(=O)[C@H](CCCCN)n3cc([C@@H](N)CO)nn3)CC2)nc(N2CCN(C(=O)[C@H](Cc3ccc(O)cc3)n3cc([C@@H](N)CC(C)C)nn3)CC2)n1,i,i,i,i,i,i,i,-0.2,i,-7,i
Nc1ccc(C23CC4CC(CC(O)(C4)C2)C3)cc1,i,i,i,i,i,i,i,-3.9,i,7,i

# Whole records as entered above. Screens in order: TRPC4 potent, TRPC4 block, PolyA inh, MrgX1 allo act, MrgX1 agonist, TRPC6 inhibitor, TRPC6 activator, HIF activator, TRPC4 agonist, AI-2 QS mod, MrgX1 antagonist
# Cc1ccc2nc(NC(=O)CSc3nc4ccccc4o3)sc2c1 across the screens: i, i, i, i, i, i, i, 0.3, i, 16, i
# O=C(NCc1ccc(Cl)cc1)c1cc(S(=O)(=O)N2CCCCC2)c[nH]1 across the screens: i, i, i, i, i, i, i, -0.2, i, 19, i

# The results go on:
SMILES,TRPC4 potent,TRPC4 block,PolyA inh,MrgX1 allo act,MrgX1 agonist,TRPC6 inhibitor,TRPC6 activator,HIF activator,TRPC4 agonist,AI-2 QS mod,MrgX1 antagonist
O=C(CN(Cc1ccco1)C(=O)CNS(=O)(=O)c1ccc(F)cc1)NCc1ccccc1,i,i,i,i,i,i,i,0.2,i,20,i
O=C(O)/C=C/C(=O)N1CCN(S(=O)(=O)c2cc(C(F)(F)F)ccc2Cl)CC1,i,.,i,i,i,i,i,-0.5,i,19,i
CCOc1cc(C=O)cc(Br)c1OCC(=O)NCCc1ccccc1,i,i,i,i,i,i,i,-0.3,i,11,i
O=C(C1CCC(CNc2c(N3CCCCC3)c(=O)c2=O)CC1)N1CCN(c2ccccn2)CC1 (stereo unspecified),i,i,i,i,i,i,i,0.0,i,4,i
O=C(Cn1[nH]c(=O)c2ccccc2c1=O)OCC(=O)N1CCCc2ccccc21,i,i,i,i,i,i,i,-0.3,i,47,i
COc1cc(C(=O)OCC(=O)Nc2c(F)c(F)c(F)c(F)c2F)cc(OC)c1OC,i,i,i,i,i,-5.4*,i,-0.2,i,22,i
Cc1ccc(Sc2ncccc2C(=O)NCc2cc([N+](=O)[O-])ccc2O)c(C)c1,i,i,i,i,i,i,i,0.3,i,23,i
CCC(C)(C)NC(=S)Nc1ccccc1C,i,i,i,i,i,i,i,0.1,i,-12,i
O=C(Cn1cnc2c(nnn2-c2cccc(Cl)c2)c1=O)N1CCCC1,i,i,i,i,i,i,i,0.2,i,16,i
CC(OC(=O)c1cccc(-n2cnnn2)c1)C(=O)Nc1ccccc1F (stereo unspecified),i,i,i,i,i,i,i,-0.1,i,13,i
Cc1ccc(NC(=O)CNC(=O)C2CCCCC2)nc1,i,i,i,i,i,i,i,1.2,i,23,i
COc1cccc2cc(C(=O)CS(=O)(=O)c3ccc(C)cc3)c(=O)oc12,i,i,i,i,i,i,i,0.0,i,13,i
Cc1ccccc1OCC(=O)Nc1ccc(N2CCN(C(=O)C(C)C)CC2)c(Cl)c1,i,i,i,i,i,i,i,-0.3,i,31,i
O=C(/C=C\c1ccco1)Oc1cccc2cccnc12,i,i,i,i,i,i,i,0.2,i,23,i
